core dimer inh: inhibitors of HCV core protein dimerization, primary screen, biochemical, TR-FRET, high-throughput; TR-FRET GST/Flag-core106 dimerization, 1536-well; 300,000 tested, 0.33% active; inhibition, % at 5 µM;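 active means inhibition above the mean of all tested compounds plus 3 SD, set per screening campaign, cut at about 45% in these data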
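Test system: GST/Flag-tagged HCV core106 proteins; Medium: KF-containing HEPES buffer, pH 7.45, DTT, CHAPS, BSA; Times: compound-protein-antibody incubation 4 h at 22.5 °C; Detection: TR-FRET 671 and 617 nm emission; Benchmarks: wells lacking GST-core106 and wells with excess unlabelled core106.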
GASC-1 inh: inhibitors of GASC-1 histone demethylase, primary screen, biochemical, fluorescence, DELFIA europium. Lysine-specific demethylase 4C (Homo sapiens), Q9H3R0. GST-JMJD2C(1-420) H3K9me3 demethylation. inhibition, % at 2.35 µM. 330,000 tested, 0.069% active. AID 2099, 2009;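 active means more than half of a compound's replicate wells show inhibition beyond 50%, single wells judged on their own value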;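 further: signal counts dimethyl H3K9 product captured on neutravidin plate; 0% = median of DMSO wells and 100% = 0.3 times that DMSO median; strong numbers were not always called active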
Target sequence (Q9H3R0 1-420 limits assumed): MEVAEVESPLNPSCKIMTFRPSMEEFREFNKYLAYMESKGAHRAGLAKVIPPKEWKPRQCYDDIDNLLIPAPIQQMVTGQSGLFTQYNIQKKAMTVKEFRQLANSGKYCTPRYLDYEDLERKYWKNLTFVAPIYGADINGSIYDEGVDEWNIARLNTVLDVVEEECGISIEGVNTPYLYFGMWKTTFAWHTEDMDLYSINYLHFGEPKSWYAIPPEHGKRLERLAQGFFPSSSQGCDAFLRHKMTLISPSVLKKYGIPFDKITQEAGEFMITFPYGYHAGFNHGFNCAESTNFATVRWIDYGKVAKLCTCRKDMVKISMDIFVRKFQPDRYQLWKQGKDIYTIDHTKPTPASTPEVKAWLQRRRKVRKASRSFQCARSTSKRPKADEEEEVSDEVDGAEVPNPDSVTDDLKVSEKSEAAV
PP5 primary: PP5 phosphatase inhibitors, primary screen, biochemical, fluorescence | purified PP5c, OMFP substrate fluorescence | inhibition, % at 6.7 µM | 320,000 tested, 0.18% active;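 active means inhibition above the campaign's mean inhibition across all tested compounds plus 3 SD, cut at about 9.5% in these data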;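 further: 0% = DMSO only and 100% = 100 µM cantharidin control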
proCasp3 act: activators of human procaspase-3 D3A mutant, primary screen, biochemical, absorbance, PC-3 D3A mutant, single concentration | Caspase-3 (Homo sapiens), P42574 | recombinant procaspase-3 D3A, Ac-DEVD-pNA absorbance 405 nm | activation, % at 8.5 µM | 330,000 tested, 0.11% active;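 active means activation above the mean of all tested compounds plus 3 SD, cut at about 21% in these data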;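 further: 0% = DMSO alone and 100% = DMSO wells spiked with extra 5 µM PC-3 D3A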
Target sequence (P42574 whole entry D9A/D28A/D175A): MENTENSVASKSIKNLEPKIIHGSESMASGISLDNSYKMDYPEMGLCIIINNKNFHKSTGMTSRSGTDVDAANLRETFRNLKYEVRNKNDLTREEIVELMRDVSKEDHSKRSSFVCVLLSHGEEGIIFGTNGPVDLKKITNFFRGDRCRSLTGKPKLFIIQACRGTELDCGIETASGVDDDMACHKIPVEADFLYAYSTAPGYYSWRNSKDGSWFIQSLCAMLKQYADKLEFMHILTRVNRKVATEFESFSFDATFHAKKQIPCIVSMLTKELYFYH
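Test system: Procaspase-3 D3A mutant, all three cleavage aspartates alanine | Dosing: Single dose, 8.5 µM nominal compound, 0.8% DMSO | Schedule: 1 h preincubation, 2 h reaction | Technique: 405 nm absorbance of p-nitroaniline, reads at 0 and 120 min | Repeats: One well per compound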
Efflux pump mplx: inhibitors of Candida efflux pumps in yeast, primary screen, S. cerevisiae, Nile Red, multiplex; 330,000 tested, 0.44% active; S. cerevisiae Candida pump triplex; inhibition, % at 10 µM;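 active means plate passing quality check with inhibition over a set limit, or well fluorescence over plate mean plus 4 SD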;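 further: Nile Red retained in pooled yeast measured as flow cytometry median fluorescence; 0% = buffer negative control and 100% = Enniatin B positive control; higher means more Nile Red kept so more efflux inhibition; some compounds called inactive have numbers as strong as hits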
PP1 counter: PP1-alpha phosphatase inhibitors, primary screen, counter-screen for PP5 inhibitor project, biochemical, fluorescence, OMFP substrate, single point; 320,000 tested, 0.9% active; inhibition, % at 6.7 µM; AID 2235, 2010; purified PP1alpha;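 active means inhibition above the mean inhibition of all tested compounds plus 3 SD, computed separately for each screening campaign, cut at about 15% in these data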
Target sequence (P62136 whole entry, looked up): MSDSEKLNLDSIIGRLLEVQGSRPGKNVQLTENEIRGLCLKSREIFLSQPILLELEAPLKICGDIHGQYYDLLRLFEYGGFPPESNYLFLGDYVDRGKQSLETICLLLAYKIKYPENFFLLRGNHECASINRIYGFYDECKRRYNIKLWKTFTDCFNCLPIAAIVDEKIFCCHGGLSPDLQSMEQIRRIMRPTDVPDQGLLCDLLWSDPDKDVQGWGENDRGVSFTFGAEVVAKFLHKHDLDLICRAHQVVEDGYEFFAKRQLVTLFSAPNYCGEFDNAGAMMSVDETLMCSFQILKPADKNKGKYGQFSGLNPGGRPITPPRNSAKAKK
CTSL1 counter: Fasciola hepatica cathepsin L1 inhibitors, primary screen, counter-screen for PFM18AAP inhibitor project, biochemical, QFRET, fluorogenic peptide substrate; recombinant F. hepatica cathepsin L1, Z-Leu-Arg-MCA fluorescence; inhibition, % at 5.96 µM; 300,000 tested, 0.49% active;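 active means inhibition above the mean of all tested compounds plus 3 SD, set per screening campaign, cut at about 17% in these data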;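 further: 0% = plate median of test compound wells and 100% = 1 µM Z-Phe-Ala-diazomethylketone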
procasp7 counter: procaspase-7 activators, primary screen, counter-screen for procaspase-3 activator project, biochemical, absorbance, HTS, human; 330,000 tested, 0.093% active; AID 463210, 2010; activation, % at 8.5 µM; recombinant procaspase-7, Ac-DEVD-pNA absorbance 405 nm; D23A/D198A/D206A triple mutant, cannot self-cleave; scale: DMSO 0, 5 µM enzyme 100; Caspase-7 (Homo sapiens), P55210;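 active means percent activation above the screen-wide mean plus 3 SD, cut at about 25% in these data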
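signal = Epi-absorbance of released pNA at 405 nm, two timepoints | assay system = Uncleavable procaspase-7 mutant enzyme | reagent = Ac-DEVD-pNA substrate, 400 µM as added | times = 1 h enzyme–compound preincubation and 2 h substrate reaction, both 25 °C | benchmarks = low DMSO alone, high DMSO plus 5 µM PC-7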
TPT1 inhibitor: Candida albicans TPT1 enzyme inhibitors, primary screen, biochemical, fluorescence polarization; tRNA 2'-phosphotransferase TPT1 (Candida albicans SC5314); recombinant caTPT1, FP RNA substrate dephosphorylation; inhibition, % at 5 µM; 300,000 tested, 0.81% active; AID 1962, 2009;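 active means inhibition above the mean of all tested compounds plus 3 SD, set per screening campaign, cut at about 24% in these data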;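 further: plate controls were DMSO alone for no effect and ferristatin control at 100 nM for full effect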
* marks the source's active call; other numbers are inactive results; · = not tested or not shown; & = joins results of further samples.

SMILES	core dimer inh	GASC-1 inh	PP5 primary	proCasp3 act	Efflux pump mplx	PP1 counter	CTSL1 counter	procasp7 counter	TPT1 inhibitor
C[C@H](CO)N1C[C@H](C)[C@@H](CN(C)Cc2ccc(-c3ccccc3)cc2)Oc2c(NS(=O)(=O)c3cccs3)cccc2C1=O	·	0	·	-6	0.4	·	·	2	·
COCCNC(=O)C1CCC(CNS(=O)(=O)c2c(C)cc(C)cc2C)CC1 (configuration not stated)	9	-4	0.3	11	-0.1	-4	0	3	1
CSCCCNC(=S)Nc1cccc(S(=O)(=O)NC2=NCCC2)c1	-3	-4	1.6	-11	0.0	1	-8	5	4
COc1ccc2c(C(=O)NCCCCO)c(-c3ccc(S(C)(=O)=O)cc3)sc2c1	·	34	·	2	0.6	·	·	10	·
CNC(=O)CN(c1cccc(Br)c1)S(C)(=O)=O	-10	6	2.1	-2	0.0	2	-6	1	0
COc1cc(C(=O)Nc2nc3ccccc3s2)ccc1OCc1c(C)noc1C	2	6	1.6	-11	-0.2	2	3	-6	-4
COc1ccccc1C(=O)Nn1cnnc1	-12	3	-1.7	3	-0.1	-1	4	-6	-3
Cc1ccc(S(=O)(=O)NCc2c(-c3ccccc3)noc2C)cc1	1	16	2.0	3	0.3	-2	3	1	3
COc1ccccc1NS(=O)(=O)c1cc(NC(=O)CC(C)(C)C)ccc1N1CCOCC1	7	-14	2.5	4	-0.1	-2	5	-12	1
COc1ccc(N2CCN(S(=O)(=O)c3ccc4c(c3)NC(=O)C(C)S4)CC2)cc1 (configuration not stated)	17	-1	2.8	2	-0.4	0	1	-1	1
COc1cc(C)c(Cl)cc1S(=O)(=O)NC1CC(C)(C)NC(C)(C)C1	-3	-1	0.5	-8	0.0	0	-1	1	2
COc1cc(/C=C2\SC(=S)N(NC(=O)c3cccnc3)C2=O)ccc1O	-17	0	2.1	-18	0.0	-2	9	-12	25*
Cc1[nH]c(=O)[nH]c(=O)c1S(=O)(=O)N1CCC(C(=O)N2CCN(c3cccc(C(F)(F)F)c3)CC2)CC1	1	12	3.0	-10	0.5	1	-3	10	4
CC(C)OCCCNc1ncc2c(n1)CC(c1ccc(N(C)C)cc1)CC2=O (configuration not stated)	1	3	0.8	-11	0.5	-5	-8	2	-1
O=C(NCCN1CCc2ccccc2C1)Nc1ccc(F)cc1	-1	-15	-1.1	-3	-0.1	-3	2	7	2
COCCn1c(=NC(=O)CCS(=O)(=O)c2ccccc2)sc2cc(F)ccc21	0	-4	4.0	4	0.0	0	-2	-5	5
CC(C)C[C@H](NC(=O)N1CCn2c1nc1ccccc12)C(=O)N[C@H](Cc1ccccc1)C(=O)O	4	-8	0.8	13	-0.4	6	5	-14	0
CCOC(=O)C1CCN(C(=O)c2cc3c(=O)n4ccccc4nc3s2)CC1	-1	2	2.4	-3	-0.1	1	4	-1	0
O=C(c1cc(N2C(=O)C3C4CCC(C4)C3C2=O)ccc1Cl)N1CCN(c2ccccc2F)CC1 (configuration not stated)	4	0	-0.3	6	0.4	0	0	7	-1
CCOC(=O)c1c(C)c(C(=O)N2CCN(C(=O)c3ccco3)CC2)c(C)n1C	0	4	0.2	9	0.1	-4	-4	-6	3
COc1ccc(C2=NS(=O)(=O)N(C)C(C(=O)N3CCCCC3C)=C2)cc1 (configuration not stated)	3	-22	-0.2	-1	0.1	-1	4	-9	3
Cc1ccc(NC(=O)Cn2cccc2C2=NC(c3ccccc3)CO2)c(C)c1 (configuration not stated)	6	-3	0.6	-3	0.3	4	3	1	0
C=CCN1CCc2cc(O)c(O)cc2C(c2ccccc2)C1 (configuration not stated)	2	16	0.2	-7	0.0	1	9	-9	-2
CCCC1=[N+](CC(=O)c2ccc(C)cc2)CCn2cccc21	-8	-49	-2.9	-4	-0.2	2	4	-23	62*
CCOC(=O)CCCCCC(=O)Nc1ccc2c(c1)CC(=O)N([C@@H](C)CO)C[C@@H](C)[C@@H](CN(C)C(=O)Nc1ccc(C(F)(F)F)cc1)O2	·	-5	·	2	0.3	·	·	10	·
CN(C)c1cccc(O)c1	·	6	2.9	4	0.2	-5	·	-10	·
Nc1c(C(=O)O)cnn1-c1ccc([N+](=O)[O-])cc1	-1	37	-0.9	3	0.0	0	4	1	-1
CCOc1ccc2nc(N3CCC(C(=O)N4CCN(C(=O)c5ccco5)CC4)CC3)sc2c1	-5	7	0.3	0	0.2	-2	1	2	-1
CSc1ccccc1C(=O)NC1CC2CCC1C2 (configuration not stated)	-8	-1	1.6	9	0.0	1	-5	0	-4
COc1ccc(NCC(O)Cn2cnc3c2c(=O)n(C)c(=O)n3C)cc1 (configuration not stated)	-7	-2	-2.9	-1	0.0	0	0	-7	1
O=S(=O)(c1cccs1)N1CCN(c2ccccc2F)CC1	6	9	0.7	-2	0.0	3	0	-12	4
O=C(/C=N/O)Nc1ccc2sc3ccccc3c2c1	-3	-4	0.4	0	-0.1	4	6	-10	-3
c1ccc(-c2nn3c(C4CCCCC4)nnc3s2)cc1	0	10	-1.6	-3	-0.1	-2	4	8	1
CN(CCOc1ccccc1)C(=O)c1cc(-c2ccco2)nc2ccccc12	·	3	4.5	-4	-0.2	11	·	-36	·
O=C(CC1C[C@H](C(=O)N2CCCCC2)[C@@]2(CCc3ccccc3)c3[nH]c4ccccc4c3CCN2C1=O)NCCCn1ccnc1 (some centres not stated)	·	7	·	5	0.0	·	·	-1	·
O=C(Nc1ccccc1F)NC1CCN(Cc2nnnn2Cc2ccc(F)cc2)CC1	-8	-1	1.0	3	-0.2	-3	9	-5	-3
CCN1C(=O)/C(=C2\Sc3ccccc3N2CC)OC1=S	2	-1	0.9	2	0.0	0	1	9	-4
Cc1ccc(S(=O)(=O)C2CS(=O)(=O)CC2O)cc1 (configuration not stated)	-5	-2	3.1	9	0.0	0	2	9	5
Cc1ccc(NC(=O)COC(=O)c2c(C)nn(-c3ccccc3)c2C)cc1	·	-3	0.5	-7	0.1	-4	·	-4	·
CCc1ccc(OCC(=O)NC(NC(=S)Nc2ccccc2C)C(Cl)(Cl)Cl)cc1 (configuration not stated)	15	7	1.7	3	-0.3	11	0	9	-3

A second format for part of the listing above.
canonical_smiles: O=S(=O)(c1cccs1)N1CCN(c2ccccc2F)CC1
  core dimer inh: 6
  GASC-1 inh: 9
  PP5 primary: 0.7
  proCasp3 act: -2
  Efflux pump mplx: 0.0
  PP1 counter: 3
  CTSL1 counter: 0
  procasp7 counter: -12
  TPT1 inhibitor: 4
canonical_smiles: O=C(/C=N/O)Nc1ccc2sc3ccccc3c2c1
  core dimer inh: -3
  GASC-1 inh: -4
  PP5 primary: 0.4
  proCasp3 act: 0
  Efflux pump mplx: -0.1
  PP1 counter: 4
  CTSL1 counter: 6
  procasp7 counter: -10
  TPT1 inhibitor: -3

Carrying on:
SMILES	core dimer inh	GASC-1 inh	PP5 primary	proCasp3 act	Efflux pump mplx	PP1 counter	CTSL1 counter	procasp7 counter	TPT1 inhibitor
O=C1COc2ccc(C(=O)COC(=O)c3cc(S(=O)(=O)N4CCOCC4)ccc3F)cc2N1	5	-9	3.2	-15	-0.1	9	-5	2	2
O=C(CSC1=NCCS1)Nc1cccc2ccccc12	2	-3	-0.3	-7	0.0	5	3	-2	-1
COc1ccccc1NC(=O)c1ccc(NC(=O)COC(=O)CC(NC(=O)c2ccccc2Cl)c2ccccc2)cc1 (configuration not stated)	26	14	3.9	1	0.2	6	-13	3	1
Cc1ccc(S(=O)(=O)N(CCCN(C)C)Cc2ccc3c(c2)OCO3)cc1	2	-5	-0.3	2	-0.8	-4	-3	-5	-2
O=C1CC2(CCN(C(=O)c3cccc(F)c3)CC2)Oc2ccccc21	4	1	1.2	-13	-0.3	0	1	9	-2
CCCn1c(SCC(=O)NC2CCCC(C)C2C)n[nH]c1=O (configuration not stated)	1	-1	0.2	0	0.0	-1	4	5	-3
Cc1ccc(CC(CC(=O)O)C(=O)NC2CCCCC2)cc1 (configuration not stated)	2	0	0.8	11	-0.1	-4	2	7	0
O=[N+]([O-])c1ccc2nc(CN3CCCCC3)[nH]c2c1	0	-10	2.4	2	-0.2	-2	0	2	-1
S=C(Nc1ccc(Cl)c(Cl)c1)N1CCCC1	-9	-5	0.4	-4	-0.1	1	3	-4	-1
Cc1ccc(C2(C)NC(=O)N(CC(=O)NNC(=O)c3ccccc3)C2=O)cc1 (configuration not stated)	·	-1	1.7	10	0.2	-2	·	3	·
OC1(c2ccc(F)cc2)CCN(Cc2ccccc2)C1 (configuration not stated)	-3	-6	-0.8	1	0.0	-6	-1	1	1
Cc1ccc2nc(-c3ccc(NC(=O)C(C)Sc4nncs4)cc3)sc2c1 (configuration not stated)	11	15	1.4	3	0.1	1	5	30*	-4
COc1ccc(CC(=O)OCC(=O)c2ccc(OC)c(OC)c2)cc1	·	0	1.6	1	0.1	0	·	-6	·
CCn1cc(C(=O)N2CCN(c3ccccc3OC)CC2)c2cc(OC)c(OC)cc2c1=O	1	-31	2.6	8	0.2	-3	-1	-3	2
CN(C)c1nc(C(=O)Nc2ccccc2)nc(N(C)C)n1	1	30&-10	1.8	-3	0.1	0	2	-3	-5
CCCCNc1nc2ccccc2nc1NS(=O)(=O)c1ccc(F)cc1	5	0	-0.9	-4	-0.2	-1	-2	5	-5
Nc1nc(SCC(=O)NCc2ccccc2)[nH]c(=O)c1NC(=O)c1ccccc1F	-9	·	-4.2	-7	-0.1	-3	15	1	-2
CC(=O)N1c2ccccc2-c2nc3ccccc3n2C1C (configuration not stated)	5	12	0.1	-1	-0.1	0	1	-4	-1
O=C(c1ccc(-c2ccccc2Cl)o1)N1CCN(S(=O)(=O)c2cccs2)CC1	11	-9	1.1	0	0.1	4	6	-2	3
N#Cc1c(Cn2cncn2)nc(=O)n(-c2ccc(Cl)cc2)c1N	0	0	-0.3	0	0.1	-4	6	0	2
C=CCSc1nc(C)c(Cc2cccc3ccccc23)c(=O)[nH]1	14	-8	6.2	1	0.1	2	2	-5	2
CCOC(=O)C1=C(O)C(=O)N(CCCn2ccnc2)C1c1ccc(OC)cc1 (configuration not stated)	1	6	-1.2	-2	-0.3	3	-5	10	-1
c1ccc2c(c1)nc(N1CCOCC1)c1c3ccccc3[nH]c21	-1	-1	3.9	8	0.2	1	2	11	3

Hits appear at their usual frequency. About 2.9% of those tested had a hit in this group.
